DAGLB inhibitor – diacylglycerol lipase beta (human) inhibition; inhibition, % at 5.17 µM; HEK293T DAGLB membrane lysate, EnzChek fluorogenic substrate; Q8NCG7; 340,000 compounds, 0.059% hits; in the data active means inhibition above about 34%;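 further: 0% = enzyme with vehicle and 100% = wells lacking enzyme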
CAL PDZ FP-1 – inhibitors of human CAL PDZ peptide binding; Q9HD26; purified CAL PDZ, TMR-peptide fluorescence polarization, 1 h; inhibition, % at 24.9 µM; 300,000 compounds, 0.92% hits; AID 602252;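 active means mean inhibition of at least 30% with at least half of replicates also reaching 30%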;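 further: 0% = DMSO neutral control and 100% = excess unlabeled competitor peptide PRC23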
Rtt109 HAT inh – blocks Candida albicans Rtt109/Vps75 acetyltransferase activity; inhibition, % at 34.9 µM; 330,000 compounds, 0.16% hits; purified Rtt109/Vps75, ThioGlo CoA-SH fluorescence, 4 h;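 active means inhibition of at least 50% in every replicate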
Target sequence (Q5AAJ8 whole entry, looked up): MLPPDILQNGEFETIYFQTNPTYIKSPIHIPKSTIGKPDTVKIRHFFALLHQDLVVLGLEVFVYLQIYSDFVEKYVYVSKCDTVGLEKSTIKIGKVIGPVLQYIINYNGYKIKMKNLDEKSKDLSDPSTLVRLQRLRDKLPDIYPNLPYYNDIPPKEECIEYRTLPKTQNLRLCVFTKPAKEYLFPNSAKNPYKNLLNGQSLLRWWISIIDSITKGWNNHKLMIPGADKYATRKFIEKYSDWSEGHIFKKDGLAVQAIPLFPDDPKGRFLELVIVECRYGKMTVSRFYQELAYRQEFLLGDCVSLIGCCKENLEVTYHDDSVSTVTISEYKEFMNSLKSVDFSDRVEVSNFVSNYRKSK
cardiac RTF act – cardiac RTF calcium sensitization; IANBD-labeled TnC RTF fluorescence at EC20 calcium; 0% EC20 calcium, 100% full calcium; activation, % at 7.2 µM; 340,000 compounds, 0.24% hits; AID 493008;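 active means activation above the mean over all tested compounds plus 3 SD, cut at about 30% in these data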;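 further: rise in fluorescence read as greater calcium sensitivity of cardiac thin filaments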
C-LANA FP – blocks KSHV LANA C-terminal domain binding to DNA | inhibition, % at 9 µM | MBP-C-LANA/FAM-LBS DNA binding, fluorescence polarization | AID 504423 | 340,000 compounds, 0.078% hits;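 active means highest replicate inhibition at or above 60% at 9 µM, even if other replicates fall short; inactive means all replicates below 60% inhibition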;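 further: 0% = neutral control wells and 100% = 4 µM acridine orange control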
PKA-R2B activ – activates the human PKA-R2B holoenzyme complex; PKA-R2B holoenzyme dissociation, Cy5-IP20 fluorescence polarization; R2B truncated from residue 108, S112A mutant; 0% DMSO only, 100% 113 µM cGMP; 340,000 compounds, 0.079% hits; AID 504700; P22694+P31323; activation, % at 11.4 µM;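 active means activation above a cutoff set at the mean over all compounds plus 3 SD, cut at about 18% in these data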;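 further: higher means more holoenzyme dissociation and a rise in polarization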
Target sequence (P31323 whole entry, looked up, other chains not shown, the tested form may be a part): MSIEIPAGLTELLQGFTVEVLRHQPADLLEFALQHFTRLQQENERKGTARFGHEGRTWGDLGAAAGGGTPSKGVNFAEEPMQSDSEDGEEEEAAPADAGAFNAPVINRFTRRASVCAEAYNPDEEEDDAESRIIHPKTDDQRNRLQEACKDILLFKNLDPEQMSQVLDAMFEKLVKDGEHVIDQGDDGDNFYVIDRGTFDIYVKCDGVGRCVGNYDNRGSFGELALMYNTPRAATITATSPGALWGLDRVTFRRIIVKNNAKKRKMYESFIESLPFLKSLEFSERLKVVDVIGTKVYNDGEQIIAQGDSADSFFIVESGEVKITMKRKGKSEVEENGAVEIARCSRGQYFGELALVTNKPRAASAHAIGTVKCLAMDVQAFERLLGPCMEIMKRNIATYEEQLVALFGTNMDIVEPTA
Cardiac RTF inh – cardiac RTF calcium desensitization; P19429+P45379; 340,000 compounds, 0.12% hits; inhibition, % at 7.15 µM; IANBD-labeled cardiac RTF, Ca2+ fluorescence;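 active means inhibition above the mean inhibition of all tested compounds plus 3 SD, cut at about 17% in these data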;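 further: assay run at fixed EC70 calcium of 1.6 mM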
CAL PDZ FP-2 – human CAL PDZ-peptide interaction inhibition | Q9HD26 | purified CAL PDZ, TMR-peptide fluorescence polarization, 1 h | inhibition, % at 20 µM | 330,000 compounds, 0.02% hits | AID 504414;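 active means highest replicate inhibition of at least 40%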;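 further: plate controls were DMSO neutral control wells for no effect and unlabeled competitor peptide control wells for full effect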
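material = purified tagged CAL PDZ domain construct (CerCALP) | buffer or medium = sodium phosphate/NaCl buffer pH 7.4 with TCEP, IgG, Thesit | reagent = TMR-labelled reporter peptide T*-PRC34 bound in PDZ groove | incubation = 1 h room-temperature incubation prior to read | measured by = fluorescence polarization (mP) | evaluation = percent inhibition from loss of millipolarization | control set = unlabelled peptide and DMSO controls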
SR-BI uptake up – activators of SR-BI mediated HDL lipid uptake; CHO ldlA[mSR-BI] cells, DiI-HDL uptake fluorescence, 3 h; 100 = double the neutral-control signal; activation, % at 12.5 µM; 320,000 compounds, 0.096% hits; AID 504775;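 active means mean replicate activation of at least 60% and every replicate at or above 60%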;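 further: 0% = median plate neutral-control signal and 100% = twice that signal; values of inactives mirror those of a sister screen read the other way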
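Material: SR-BI-overexpressing, LDLR-lacking CHO cells | Dosing: Single compound concentration, delivered by pin transfer | Probe or stimulus: Labelled HDL, 10 µg/mL | Signal: Bottom-read cell fluorescence after medium removal, ex 550/em 595 nm | Schedule: 3 h, 37 °C | Evaluation: HDL uptake via cellular fluorescence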
Keap1-Nrf2 PPI – inhibitors of human Keap1-Nrf2 protein-protein interaction | Q14145 | Keap1 Kelch-Nrf2 peptide fluorescence polarization, 1536-well | inhibition, % at 9.4 µM | 340,000 compounds, 0.15% hits | AID 504523; in the data active means inhibition above about 12%;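 further: human Keap1 Kelch domain with fluorescein labeled Nrf2 9mer peptide probe; 0% = neutral control wells and 100% = peptide positive control; higher means more block of Keap1 binding to Nrf2 peptide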
* marks the source's active call; other numbers are inactive results.

Results for O=C1NC(=Nc2ccc(O)cc2)S/C1=C/c1ccco1 ?
DAGLB inhibitor: 1; CAL PDZ FP-1: -1; Rtt109 HAT inh: 0; cardiac RTF act: -7; C-LANA FP: -0.4; PKA-R2B activ: 0; Cardiac RTF inh: 6; CAL PDZ FP-2: 0.4; SR-BI uptake up: -9; Keap1-Nrf2 PPI: -2

How did COc1ccc(-c2cc3ccccc3cn2)cc1 do in these assays?
DAGLB inhibitor: -7; CAL PDZ FP-1: -5; Rtt109 HAT inh: 3; cardiac RTF act: 2; C-LANA FP: -2.4; PKA-R2B activ: 4; Cardiac RTF inh: 0; CAL PDZ FP-2: -2.4; SR-BI uptake up: -37; Keap1-Nrf2 PPI: 2

How did CCOC(=O)C1=CC[C@H]2c3c(c4ccc(OC)cc4n3C)C(=O)C1N2S(=O)(=O)c1ccc(C)cc1 do in these assays?
DAGLB inhibitor: -5; CAL PDZ FP-1: -6; Rtt109 HAT inh: 4; cardiac RTF act: -5; C-LANA FP: -11; PKA-R2B activ: 5; Cardiac RTF inh: -7; CAL PDZ FP-2: 0.3; SR-BI uptake up: 5; Keap1-Nrf2 PPI: -1

Results for Cc1ccnc(NS(=O)(=O)c2ccc(NC(=O)c3ccc(S(=O)(=O)N4CCCC4)cc3)cc2)n1 ?
DAGLB inhibitor: -1; CAL PDZ FP-1: -2; Rtt109 HAT inh: 6; cardiac RTF act: 2; C-LANA FP: 0.7; PKA-R2B activ: 5; Cardiac RTF inh: 1; CAL PDZ FP-2: -1.7; SR-BI uptake up: 18; Keap1-Nrf2 PPI: -7

What do the screens show for `Cc1ccc(NC(=O)C2C3CCCCC32)cc1[N+](=O)[O-]` (centres undefined)?
DAGLB inhibitor: -7; Rtt109 HAT inh: 3; cardiac RTF act: -1; C-LANA FP: -0.9; PKA-R2B activ: 1; Cardiac RTF inh: -3; CAL PDZ FP-2: -0.2; SR-BI uptake up: 2; Keap1-Nrf2 PPI: -3

Results for COc1ccc(Oc2c(Cl)cnn(-c3ccccc3)c2=O)cc1 ?
DAGLB inhibitor: -2; CAL PDZ FP-1: -2; Rtt109 HAT inh: -4; cardiac RTF act: -2; C-LANA FP: 1.2; PKA-R2B activ: -2; Cardiac RTF inh: -1; CAL PDZ FP-2: -0.1; SR-BI uptake up: 8; Keap1-Nrf2 PPI: 6

Results for CCCc1nc(-c2cc3ccc(C)cc3[nH]c2=O)no1 ?
DAGLB inhibitor: 0; CAL PDZ FP-1: 0; Rtt109 HAT inh: -3; cardiac RTF act: -1; C-LANA FP: 2.1; PKA-R2B activ: -4; Cardiac RTF inh: 0; CAL PDZ FP-2: -1.2; Keap1-Nrf2 PPI: -7

How did Oc1ccccc1-c1csc(-c2ccccc2)n1 do in these assays?
DAGLB inhibitor: -11; CAL PDZ FP-1: 0; Rtt109 HAT inh: 15; cardiac RTF act: 7; C-LANA FP: -0.7; PKA-R2B activ: -8; Cardiac RTF inh: 7; CAL PDZ FP-2: -1.1; SR-BI uptake up: -32; Keap1-Nrf2 PPI: -1

What do the screens show for `COc1ccc(C2CC(c3ccccc3Cl)=NN2c2ccc(S(N)(=O)=O)cc2)cc1` (centres undefined)?
DAGLB inhibitor: -1; CAL PDZ FP-1: -3; Rtt109 HAT inh: -4; cardiac RTF act: -4; C-LANA FP: -0.8; PKA-R2B activ: -11; Cardiac RTF inh: -5; CAL PDZ FP-2: 1.7; SR-BI uptake up: -9; Keap1-Nrf2 PPI: -3

What do the screens show for `C[C@H](N)C(=O)OCc1ccc([N+](=O)[O-])cc1`?
DAGLB inhibitor: -7; Rtt109 HAT inh: -2; cardiac RTF act: -1; C-LANA FP: 4.0; PKA-R2B activ: -1; Cardiac RTF inh: -6; CAL PDZ FP-2: -0.2; SR-BI uptake up: 52; Keap1-Nrf2 PPI: -2

Results for Cc1ccc(NC(=O)CN(C)S(=O)(=O)c2ccc3c(c2)c(=O)n(C)c(=O)n3C)cc1 ?
DAGLB inhibitor: 0; Rtt109 HAT inh: 1; cardiac RTF act: -4; C-LANA FP: -1.0; PKA-R2B activ: -5; Cardiac RTF inh: 1; CAL PDZ FP-2: 0.2; SR-BI uptake up: 12; Keap1-Nrf2 PPI: -7

Results for CSc1ccc(CNC(=O)C2CCC(=O)N(CCc3cccc(F)c3)C2)cc1 (centres undefined) ?
DAGLB inhibitor: -3; CAL PDZ FP-1: -4; Rtt109 HAT inh: 3; cardiac RTF act: 1; C-LANA FP: -1.8; PKA-R2B activ: 9; Cardiac RTF inh: -2; CAL PDZ FP-2: -1.9; SR-BI uptake up: -4; Keap1-Nrf2 PPI: -2

How did COC(=O)[C@H](Cc1c[nH]c2ccccc12)NC(=O)NCc1ccc(OC)c(OC)c1 do in these assays?
DAGLB inhibitor: 2; CAL PDZ FP-1: -1; Rtt109 HAT inh: 8; cardiac RTF act: -3; C-LANA FP: 38; PKA-R2B activ: 0; Cardiac RTF inh: -3; CAL PDZ FP-2: -0.9; SR-BI uptake up: 9; Keap1-Nrf2 PPI: -4

Results for Oc1ccc(NCc2ccccc2OCc2ccccc2)cc1 ?
DAGLB inhibitor: 1; CAL PDZ FP-1: -5; Rtt109 HAT inh: -1; cardiac RTF act: 1; C-LANA FP: 2.6; PKA-R2B activ: 0; Cardiac RTF inh: -4; CAL PDZ FP-2: -0.9; SR-BI uptake up: -5; Keap1-Nrf2 PPI: -1

What do the screens show for `COc1ccccc1-n1c(C)cc(SC)c(C(C)=O)c1=S`?
DAGLB inhibitor: -1; CAL PDZ FP-1: 1; Rtt109 HAT inh: 2; cardiac RTF act: -6; C-LANA FP: 0.2; PKA-R2B activ: 1; Cardiac RTF inh: 4; CAL PDZ FP-2: 0.0; SR-BI uptake up: 16; Keap1-Nrf2 PPI: 0

Next part, overlapping the part above by 2 compounds.
Results for Oc1ccc(NCc2ccccc2OCc2ccccc2)cc1 ?
DAGLB inhibitor: 1; CAL PDZ FP-1: -5; Rtt109 HAT inh: -1; cardiac RTF act: 1; C-LANA FP: 2.6; PKA-R2B activ: 0; Cardiac RTF inh: -4; CAL PDZ FP-2: -0.9; SR-BI uptake up: -5; Keap1-Nrf2 PPI: -1

What do the screens show for `COc1ccccc1-n1c(C)cc(SC)c(C(C)=O)c1=S`?
DAGLB inhibitor: -1; CAL PDZ FP-1: 1; Rtt109 HAT inh: 2; cardiac RTF act: -6; C-LANA FP: 0.2; PKA-R2B activ: 1; Cardiac RTF inh: 4; CAL PDZ FP-2: 0.0; SR-BI uptake up: 16; Keap1-Nrf2 PPI: 0

How did CC1CC(C)CN(C(=O)c2cc3c(=O)n4ccccc4nc3s2)C1 (centres undefined) do in these assays?
DAGLB inhibitor: -2; Rtt109 HAT inh: -94; cardiac RTF act: -3; C-LANA FP: -1.7; PKA-R2B activ: -9; Cardiac RTF inh: -35; CAL PDZ FP-2: -2.5; SR-BI uptake up: -19; Keap1-Nrf2 PPI: 1

How did CCOc1ccc(CN2CCNC(=O)C2CC(=O)NCCCn2ccnc2)cc1 (centres undefined) do in these assays?
DAGLB inhibitor: 1; CAL PDZ FP-1: 0; Rtt109 HAT inh: -60; cardiac RTF act: -5; C-LANA FP: 0.0; PKA-R2B activ: 1; Cardiac RTF inh: -1; CAL PDZ FP-2: -1.9; SR-BI uptake up: 5; Keap1-Nrf2 PPI: -4

Results for CC[C@H](C)Cc1cn([C@@H](CCCCNC(=O)OC(C)(C)C)C(=O)NCCCCCCCCCCC(=O)N2CCN(C(=O)OC(C)(C)C)CC2)nn1 ?
DAGLB inhibitor: -1; CAL PDZ FP-1: -1; Rtt109 HAT inh: 15; cardiac RTF act: 2; C-LANA FP: -0.3; PKA-R2B activ: 6; Cardiac RTF inh: 2; CAL PDZ FP-2: -0.9; SR-BI uptake up: -38; Keap1-Nrf2 PPI: 1

What do the screens show for `C=CCC(=O)NC1CCCc2c1cnn2-c1cc(F)cc(F)c1` (centres undefined)?
DAGLB inhibitor: 0; CAL PDZ FP-1: -3; Rtt109 HAT inh: 0; cardiac RTF act: 1; C-LANA FP: -1.3; PKA-R2B activ: -4; Cardiac RTF inh: 4; CAL PDZ FP-2: 1.6; SR-BI uptake up: -9; Keap1-Nrf2 PPI: -6

What do the screens show for `Cc1ccc(C(C(=O)NC2CCCCC2)N(CCC(C)C)C(=O)CNC(=O)c2ccco2)o1` (centres undefined)?
DAGLB inhibitor: 1; CAL PDZ FP-1: 0; Rtt109 HAT inh: -7; cardiac RTF act: 5; C-LANA FP: -1.0; PKA-R2B activ: 7; Cardiac RTF inh: -3; CAL PDZ FP-2: -1.1; SR-BI uptake up: -14; Keap1-Nrf2 PPI: -1

What do the screens show for `CCSc1ncc(/C=N/Nc2ccc(Cl)cc2)n1C`?
DAGLB inhibitor: 2; CAL PDZ FP-1: -1; Rtt109 HAT inh: -1; cardiac RTF act: -4; C-LANA FP: 1.9; PKA-R2B activ: -3; Cardiac RTF inh: -3; CAL PDZ FP-2: -0.3; SR-BI uptake up: -42; Keap1-Nrf2 PPI: 2

How did O=C(Nc1ccccc1)c1ccc2c(c1)CCN2S(=O)(=O)c1ccccc1 do in these assays?
DAGLB inhibitor: -1; Rtt109 HAT inh: 15; cardiac RTF act: -4; C-LANA FP: 0.3; PKA-R2B activ: -3; Cardiac RTF inh: 4; CAL PDZ FP-2: -1.4; SR-BI uptake up: -76; Keap1-Nrf2 PPI: -2

What do the screens show for `CSCC[C@H](NC(=O)CCn1nnc2ccccc2c1=O)C(=O)O`?
DAGLB inhibitor: 2; CAL PDZ FP-1: 0; Rtt109 HAT inh: -5; cardiac RTF act: 4; C-LANA FP: 1.2; PKA-R2B activ: 1; Cardiac RTF inh: -2; CAL PDZ FP-2: 0.4; SR-BI uptake up: 7; Keap1-Nrf2 PPI: 3

How did Nn1cc(-c2ccccc2)nc1SCC(=O)NC1CCS(=O)(=O)C1 (centres undefined) do in these assays?
DAGLB inhibitor: -1; CAL PDZ FP-1: -1; Rtt109 HAT inh: -7; cardiac RTF act: 1; C-LANA FP: -0.2; PKA-R2B activ: -9; Cardiac RTF inh: -14; CAL PDZ FP-2: -2.6; SR-BI uptake up: 1; Keap1-Nrf2 PPI: -6

What do the screens show for `COc1ccc2oc(C(=O)NC3CCCCC3)c(C)c2c1`?
DAGLB inhibitor: -3; CAL PDZ FP-1: -6; Rtt109 HAT inh: 0; cardiac RTF act: 1; C-LANA FP: -3.1; PKA-R2B activ: 2; Cardiac RTF inh: -8; CAL PDZ FP-2: -2.1; SR-BI uptake up: -32; Keap1-Nrf2 PPI: 2

Results for CCCCCCCC1CC(/C(C)=N/NC(N)=O)OC1=O (centres undefined) ?
DAGLB inhibitor: -3; Rtt109 HAT inh: 6; cardiac RTF act: -3; C-LANA FP: -1.2; PKA-R2B activ: 0; Cardiac RTF inh: -6; CAL PDZ FP-2: -0.4; SR-BI uptake up: -7; Keap1-Nrf2 PPI: -3

Screening data deposited in PubChem by several laboratories.
